Source: PubChem (National Center for Advancing Translational Sciences (NCATS))
HCV inhibitor: HCV inhibition; Huh7.5.1 HCVcc-Cre infection, luciferase reporter, 44 h; Potency, µM (series often up to 41.8 µM), for the others: at the top dose activity change, negative = inhibition, actives largely listed as inhibitors; hit rate 3.4% among 340,000; note: potency is the fitted concentration of half-maximal effect
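Infectious HCV cell culture screen: compound-treated cells (1,000/well, pre-plated 4 h) are infected with HCVcc-Cre at roughly 0.5 moi and grown 44 h. Infection is quantified by luciferase signal after 15 min substrate incubation at room temperature.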
Tb PYK inh: inhibitors of Trypanosoma brucei pyruvate kinase. Q57TT1. TbPYK enzyme, Kinase-Glo Plus ATP luminescence, 45 min. Potency, µM (doses to about 76.8 µM), for inactives: top-dose activity, negative = inhibition, hits mostly inhibitors. hit rate 0.12% among 410,000; note: potency is the fitted concentration of half-maximal effect; nearly all actives have a fitted effect of over 50% in size
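Quantitative HTS: titrated library compounds versus trypanosomal pyruvate kinase in TEA buffer (pH 7.2) containing KCl, MgCl2, BSA and Tween-20. Reactions were initiated with ADP, 130 uM final. Kinase-Glo Plus luminescence was read after 45 min at RT.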
HCMV inh: human cytomegalovirus inhibition; AID 1259415; activity change, negative = inhibition, % at 57.5 µM; HFF cells, HCMV-luciferase reporter, 72 h; stronger effect = lower value; hit rate 4.5% among 410,000; in the data active = activity change below about -60%; inconclusive = no clear call, values can overlap the other calls; inactive = above about -39%
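Inhibition of viral replication was scored as loss of reporter luminescence in HFFs infected with HCMV-luciferase (MOI 1 PFU/cell) for 72 h; compounds tested at 2 doses, normalized to buffer and Salinomycin controls.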
LmPK inhibitor: LmPK (Leishmania mexicana) enzyme inhibition; purified LmPK, Kinase-Glo ATP luminescence, 1 h; Potency, µM (top dose mostly 57.5 µM), without a hit: top-dose activity change, negative = inhibition, most hits filed as inhibitors; hit rate 0.37% among 290,000; AID 1721; note: potency is the fitted concentration of half-maximal effect
Target sequence (Q27686 whole entry, looked up): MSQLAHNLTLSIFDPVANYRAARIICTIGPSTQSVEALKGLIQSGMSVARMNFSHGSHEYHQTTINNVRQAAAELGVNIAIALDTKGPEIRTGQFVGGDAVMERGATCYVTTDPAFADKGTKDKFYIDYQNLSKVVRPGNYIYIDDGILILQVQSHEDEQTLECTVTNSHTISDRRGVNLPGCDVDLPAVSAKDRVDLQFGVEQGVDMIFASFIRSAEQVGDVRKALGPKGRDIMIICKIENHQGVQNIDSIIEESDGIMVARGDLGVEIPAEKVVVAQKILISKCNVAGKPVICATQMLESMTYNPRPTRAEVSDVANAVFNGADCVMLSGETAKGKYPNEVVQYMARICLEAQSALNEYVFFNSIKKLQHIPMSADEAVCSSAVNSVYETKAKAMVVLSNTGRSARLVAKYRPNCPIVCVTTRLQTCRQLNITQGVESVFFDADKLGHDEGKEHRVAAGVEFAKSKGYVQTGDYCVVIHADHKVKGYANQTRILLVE
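Purified LmPK (0.1 nM) with 0.5 mM PEP and 0.1 mM ADP in imidazole buffer pH 7.2 with MgCl2/KCl, 1 h at room temperature. ATP formed was read by luciferase luminescence and normalized to no-enzyme and uninhibited controls.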
AMA1 RON2 block: inhibitors of Plasmodium falciparum AMA1-RON2 interaction | AlphaScreen AMA1-biotinylated RON2 peptide binding | Potency, µM (series often up to 58.2 µM), inactives show at the top dose activity change, negative = inhibition, usual class: inhibitors | hit rate 0.2% among 360,000;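 note: potency is the fitted concentration of half-maximal effect; 0% = vehicle wells and -100% = peptide control; nearly all actives have a fitted effect of over 45% in size; some results filed as inactive show a strong effect at the top dose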
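AMA1 (3D7) with his tag at 25 nM final met compounds first, then biotinylated RON2 peptide at 25 nM; detection used donor plus acceptor beads, 10 µg/mL apiece, read by AlphaScreen after 30 min at room temperature.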
AmpC inh no detg: AmpC beta-lactamase inhibition without detergent | P00811 | AmpC nitrocefin hydrolysis, absorbance 480 nm, 0.0001% Triton | Potency, µM (series often up to 57.1 µM), inactives show at the top dose activity change, negative = inhibition, actives largely listed as inhibitors | AID 485341 | hit rate 0.52% among 330,000;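 note: potency is the fitted concentration of half-maximal effect; plate controls were no compound for no effect and no enzyme for full effect; nearly all actives have a fitted effect of over 20% in size; some results filed as inactive show a strong effect at the top dose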
Target sequence (P00811 whole entry, looked up): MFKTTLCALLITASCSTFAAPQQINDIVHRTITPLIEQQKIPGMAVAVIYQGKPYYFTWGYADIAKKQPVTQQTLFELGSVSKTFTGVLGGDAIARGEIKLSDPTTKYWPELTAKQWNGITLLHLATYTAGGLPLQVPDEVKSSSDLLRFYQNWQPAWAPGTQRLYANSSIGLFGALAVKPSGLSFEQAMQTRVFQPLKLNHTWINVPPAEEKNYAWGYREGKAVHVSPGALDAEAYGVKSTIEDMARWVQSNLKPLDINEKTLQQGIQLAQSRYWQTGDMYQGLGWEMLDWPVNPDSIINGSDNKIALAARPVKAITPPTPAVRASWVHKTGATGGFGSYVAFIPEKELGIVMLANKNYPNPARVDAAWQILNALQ
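20 mM phosphate pH 7.0 + 0.01% (detergent screen) or 0.0001% Triton X-100; 5.3 nM AmpC reagent; cpd preinc 15 min RT; nitrocefin (800 uM stock) to start; A480 q20 s × 4 min; Activity was normalised to no-enzyme and no-compound control wells.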
AmpC inh detg: AmpC beta-lactamase inhibition with detergent present | Potency, µM (top dose mostly 114 µM), for the others: top-dose activity change, negative = inhibition, actives largely listed as inhibitors | AmpC hydrolysis of nitrocefin, absorbance 480 nm, 0.01% Triton | hit rate 0.041% among 370,000 | AID 485294;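 note: potency is the fitted concentration of half-maximal effect; 0% = no-compound wells and -100% = no-enzyme wells; nearly all actives have a fitted effect of over 25% in size; some results filed as inactive show a strong effect at the top dose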
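AmpC (5.3 nM in the dispensed reagent) in 20 mM phosphate pH 7.0 with 0.01% (detergent screen) or 0.0001% Triton X-100 was preincubated with compounds for 15 min at room temperature. Nitrocefin was then added from an 800 uM solution, and hydrolysis was followed at 480 nm.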
* marks the source's active call; other numbers are inactive results; ? = inconclusive; · = no result given; & = joins results of further samples; [ ] = remark or other dose. Unless noted, calls come from the whole dose curve; as a rule, active = well fitted curve in the direction sought with a large enough effect; inconclusive = small, poorly fitted or top-dose-only effect, or another doubt; inactive = no such curve, though single readings can be large; an effect the other way counts as inactive or inconclusive. Unless noted, % is set by controls: 0 for no effect and ±100 for the full control effect.

# | compound | AmpC inh detg | LmPK inhibitor | Tb PYK inh | HCMV inh | AmpC inh no detg | HCV inhibitor | AMA1 RON2 block
1 | O=Cc1c(C(=O)O)n(Cc2ccc(F)cc2Cl)c2ccccc12 | 0.9% | 1.0% | -3.7% | -13.7 | -23.7% | 12.6% | 10.1%
2 | CCc1cccc(NC(=O)CCn2c(=O)c3cccn3c3cccnc32)c1 | -7.0% | · | 2.5% | ? | · | · | ·
3 | COc1ccc(NC(=O)CN(C)C(=O)c2ccc(N3CCCC3)c([N+](=O)[O-])c2)cc1 | -8.5% | · | 2.8% | -31.2 | -21.8% | -15.1% | -8.3%
4 | O=C(CSc1nc2ncccc2[nH]1)Nc1cc(F)ccc1F | 19.6% | · | 5.5% | -20.6 | · | · | ·
5 | COc1ccc(C(=O)N2CCCC(C(=O)N3CCCCCC3)C2)cc1 (stereo not drawn) | -0.2% | 1.0% | 6.6% | 13.9 | 4.0% | 6.2% | 1.5%
6 | CN(C)C(=O)COc1ccc(Oc2ccccc2)cc1 | 7.1% | 0.7% | 2.7% | -31.5 | -13.3% | 11.4% | -0.8%
7 | O=C(COC(=O)CNC(=O)c1ccc(Cl)cc1Cl)NNC(=O)c1ccccc1F | · | · | -0.3% | -4.2 | -22.9% | 20.4% | 59.8%[activator]
8 | Cc1ccc(S(=O)(=O)NCCC(=O)OCC(=O)N(C)c2ccccc2)cc1 | 0.0% | · | -2.3% | 2.6 | 2.1% | ? | -7.9%
9 | COc1ccc(S(=O)(=O)N(Cc2ccccc2)c2ccccc2C(=O)O)cc1 | -5.6% | 1.6% | 1.5% | 12.2 | -23.0% | -3.4% | 7.0%
10 | O=CN(c1ccccc1)c1ccc2ccccc2c1 | -12.9% | 0.3% | -6.5% | 42.9 | -34.4% | 19.6% | -21.2%
11 | CCOc1ccccc1CN1CCNC(=O)C1CC(=O)N(C)CCC1CCOCC1 (stereo not drawn) | ? | 2.5% | -8.1% | -32.2 | 42.0% | 9.9% | 8.7%
12 | O=C1C=C(c2ccc(F)cc2OCc2ccccc2)C[C@@H](c2ccc3c(c2)OCO3)C1 | -1.2% | · | -0.5% | -15.4 | -23.5% | 23.1% | -2.3%
13 | Cc1ccc(NC(=O)CSc2nnc(NC(=O)NC3CCCCC3)s2)cc1 | -1.6% | · | -1.4% | 94.4 | · | · | ·
14 | CC1CCCN(S(=O)(=O)c2ccc3[nH]c(=O)cc(C(=O)NCCCN4CCCCCC4)c3c2)C1 (stereo not drawn) | · | · | -9.1% | -14.9 | · | · | -9.1%
15 | CCOc1ccc(NC(=O)CN(C)C(=O)c2ccc(C)c(S(=O)(=O)N3CCCCC3)c2)cc1OCC | -10.1% | -5.0% | -0.1% | 6.3 | 105.2%[activator] | -12.7% | 4.4%
16 | CCCNC(=S)Nc1c(C)n(C)n(-c2ccccc2)c1=O | 0.8% | -0.5% | 3.0% | -11.0 | -2.4%[2.29 µM] | 25.3% | 8.2%
17 | CCN1CCN(C(=O)C2CCN(S(=O)(=O)N3CCC4(CC3)OCCO4)CC2)CC1 | -11.5% | 0.7% | -3.8% | -5.0 | -24.0% | -2.8% | -4.1%
18 | CCc1ccccc1NC(=O)c1nnn(CC(=O)Nc2cccc(C)c2C)c1N | -2.0% | -5.7% | -0.5% | 11.4 | -23.8% | ? | 10.8%
19 | Cc1cc(NC(=O)COC(=O)c2cccc(S(=O)(=O)N3CCOCC3)c2)no1 | -3.3% | -2.1% | -1.3% | 37.8 | -12.2% | 13.6% | -4.5%
20 | COc1cccc(-c2cnc(C(O)c3cc(C)c(OC)c(C)c3)[nH]2)c1 (stereo not drawn) | · | · | 1.5% | -20.1 | · | · | -4.7%
21 | CN(CC(=O)NC1CCN(Cc2ccccc2)CC1)S(=O)(=O)c1ccc(Br)s1 | ? | 0.6% | -9.1% | ? | 6.7% | ? | -2.0%
22 | Cc1ccc(NC(=O)C2CCCN(S(=O)(=O)c3c(C)noc3C)C2)nc1 (stereo not drawn) | 0.5% | -1.3% | -1.6% | -15.4 | -15.6% | -18.4% | -25.2%
23 | COCCCC1CCN(C(=O)CCc2nnc(CCCCc3ccccc3)o2)CC1 | 1.7% | 0.8% | 4.2% | -2.9 | 210.0%[activator] | ? | 8.3%
24 | COc1ccc(NC(=O)c2cnc(SCC(=O)NCCc3ccccc3)n(C)c2=O)cc1 | ? | · | -1.4% | -15.3 | -11.3% | -6.2% | 0.6%
25 | Cc1nc(NC(=O)c2ccc(Cl)cc2)sc1-c1csc(Nc2cccc(F)c2)n1 | -13.3% | -3.3% | · | · | ? | · | ·
26 | COc1ccccc1N(CC(=O)NCc1ccc(F)cc1)C(=O)CCC(=O)Nc1nccs1 | 2.2% | -2.7% | -3.0% | 28.8 | 12.4% | -8.7% | 0.0%
27 | COc1ccc(CNS(=O)(=O)CCNC(=O)c2ccc3c(c2)OCO3)cc1 | -12.2% | · | 0.3% | 6.7 | -18.9% | 17.1% | 2.3%
28 | COC(=O)CC/C(O)=C1\C(=O)CC(C)(C)CC1=NCc1nc2ccccc2[nH]1 | 1.0% | -3.8% | -2.0% | ? | -2.6% | -7.6% | 67.6%[activator]
29 | O=C(O)/C=C/c1ccc([N+](=O)[O-])o1 | -1.9% | 6.6% | -9.3% | -35.6 | -13.8% | 0.6% | -5.9%
30 | Oc1c(C(c2ccc(F)cc2)N2CCOCC2)sc2nc(-c3ccco3)nn12 (stereo not drawn) | 0.2% | · | -9.2% | 14.1 | · | · | ·
31 | Cc1ccc(S(=O)(=O)NC(=O)COc2ccccc2C(N)=O)cc1 | 2.8% | 5.3% | -1.9% | -4.7 | -10.8% | 16.6% | -4.5%
32 | Cc1cccc2cc(/C=N/NC(=O)[C@H]3C[C@@H]3c3ccccc3)c(Cl)nc12 | -2.8% | 1.0% | -0.6% | -29.0 | -6.0% | -8.0% | 4.2%
33 | COCCCNC(=O)c1ccc2nc(Cc3ccc(OC)cc3)oc2c1 | -12.2%&20.9% | 4.6% | 1.8%&4.4% | 139.5&14.2 | 0.9% | 7.4% | 10.3%
34 | CCCC(c1nnnn1C1CCCC1)N1CCN(c2ccccc2F)CC1 (stereo not drawn) | ? | 4.2% | 4.1% | -25.5 | 18.6% | ? | -14.1%
35 | COc1ccc(C2(C(=O)NCCCN(C)C)CCOCC2)cc1 | ? | 1.3% | 0.4% | 9.9 | -6.7% | 14.1% | 2.4%
36 | CCCC(=O)Nc1cccc(NC(=O)Cc2ccc(Cl)cc2)c1 | · | · | 5.7% | -5.2 | · | · | 8.5%
37 | CCOC(=O)c1c(NC(=O)COc2ccccc2OCC)sc2c1CC(C)(C)NC2(C)C | 0.0% | · | 6.1% | · | 110.7%[activator] | ? | -6.6%
38 | O=C(COC(=O)C1CSC2(c3ccc(F)cc3)CCC(=O)N12)NC(=O)NC1CCCC1 (stereo not drawn) | -10.5% | 0.7% | -12.8% | -32.3 | 83.3%[activator] | -6.2% | 13.1%
39 | Cc1cccc(C(=O)NNC(=O)/C=C/C(=O)O)c1 | 5.6% | -13.1% | 4.0% | 113.4 | -41.1% | 5.4% | 76.1%[activator]
40 | CCS(=O)(=O)NCCc1csc(-c2ccc(OC)c(OC)c2)n1 | -4.3% | -7.5% | 1.7% | ? | 3.1% | -14.3% | 6.3%
41 | Cc1cccc(C)c1N(CC(=O)Nc1cccc(N(C)S(C)(=O)=O)c1)S(C)(=O)=O | ? | -0.6% | 1.2% | -24.6 | 32.2% | 11.9% | 29.1%
42 | COc1ccc(NS(=O)(=O)c2cc(NC(=O)/C=C/c3cccs3)ccc2N2CCOCC2)cc1 | 0.0% | 1.2% | -10.0% | -26.1 | -20.2% | ? | 3.6%[2.32 µM]
43 | O=C(O)c1ccc(-n2c(-c3ccccc3)n[nH]c2=S)cc1 | -2.2% | -27.2% | ? | -3.1 | -12.1% | 0.9% | 4.2%
44 | CCc1ccccc1NC(=S)N(Cc1ccco1)C(C)c1cccs1 (stereo not drawn) | 3.1% | 10.1% | -3.8% | -26.7 | -11.3% | -8.6% | -6.3%
45 | CC(=O)Nc1ccc(C(=O)N/N=C/c2ccncc2)cc1 | -12.2% | 0.4% | -5.3% | ? | -24.4% | 3.9% | 6.2%
46 | O=C(Cn1cnc2ccccc2c1=O)N1CCN(S(=O)(=O)c2ccc(F)cc2)CC1 | -4.0% | · | -3.8% | -31.3 | -15.4% | ? | -5.6%
47 | Cc1ccc2c(c1)C1CN(C)CCC1N2C(=O)c1cccc(S(=O)(=O)N2CC(C)CC(C)C2)c1 (stereo not drawn) | -2.9% | 6.6% | -2.6% | -24.0 | 194.0%[activator] | -10.4% | -9.2%
48 | N#C/C(=C\c1ccc(-c2cccc(C(F)(F)F)c2)o1)C(=O)Nn1cnnc1 | -13.2% | 5.3% | 2.1% | -7.2 | -5.3% | 4.3% | 13.8%
49 | COc1cc(OC)c(C2Nc3ccccc3NC3=C2C(=O)CC(C)(C)C3)cc1OC (stereo not drawn) | -2.4% | -0.9% | 1.1% | 49.2 | -0.1% | 9.3% | 17.5%
50 | CCSc1cc(C2C(C(=O)OC)=C(C)NC3=C2C(=O)CCC3)c(C)o1 (stereo not drawn) | ? | 2.0% | -2.5% | -33.2 | -2.9% | 5.5% | -5.5%
51 | Cc1cc(/C=N/NC(=O)C(=O)N2CCCC2)c(C)n1-c1cccc(Br)c1 | 1.5% | -1.5% | -4.9% | -32.9 | 23.9% | ? | 118.9%[activator]
52 | COc1ccc(C2=Nn3c(nnc3-c3ccccn3)SC2)cc1 | ? | 1.9% | -1.4% | 11.0 | -9.4% | -28.9% | -6.3%
